Compound activity (PubChem BioAssay)
Cneo AK release: Cryptococcus neoformans lysis via adenylate kinase release. C. neoformans lysis, adenylate kinase release luminescence, 4 h; normalised: neutral wells 0, clomiphene wells 100. lysis activity, % at 15 µM. hit rate 0.2% among 360,000. AID 651654;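 active = mean lysis activity across replicates of at least 80%, whatever share of replicates individually reach that level; inactive = mean lysis activity below 80%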
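Test system: log-phase Cryptococcus neoformans yeast cells; Quantity: yeast cell density of 5 × 10^6 cells/mL; Buffer or medium: YPD; Doses: single compound concentration per well; Timing: 4 h at 37 °C static, read 1 h later; Measured by: AK luminescence; Read-out basis: lysis from increased AK signal; Control set: Clomiphene as positive control.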
INS-1E GSIS act: primary screen for activators of insulin secretion dependent on glucose, INS-1E cells, GLuc reporter luminescence. INS-1E GLuc reporter insulin secretion, 2-3 h. hit rate 0.61% among 370,000. activation, % at 16.6 µM;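 active = lowest replicate activation of at least 40%, so every replicate reaches that level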;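 note: 0% = median of neutral control wells and 100% = median of IBMX positive control wells; some compounds called inactive have numbers as strong as hits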
FN deposit inh: fibronectin deposition inhibition | hit rate 0.086% among 350,000 | inhibition, % at 12.6 µM | AH1F fibroblasts, Alexa488-fibronectin deposition fluorescence, overnight | AID 743247;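 active = mean inhibition across replicates of 30% or more, regardless of how many single replicates reach that level; inconclusive = mean under 30% yet at least half of replicates reach 30%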;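 note: positive control wells lacked labelled fibronectin entirely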
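Measured by – fluorescence 485/525 nm · System – AH1F fibroblast monolayer, labelled fibronectin deposition · Amount – 10000 cells per well · Buffer or medium – serum-reduced DMEM (2% serum) · Doses – single dose, pinned · Also added – fluorescent fibronectin at 24 nM final · Schedule – 1 h cell attachment, overnight exposure to compound and label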
PGC1a acetyl inh: PGC1a acetylation modulation, inhibitor mode; U2OS PGC1a acetylation, AlphaScreen anti-acetyl-lysine; with virally co-expressed GCN5 acetyltransferase; inhibition, % at 15.6 µM; hit rate 0.17% among 350,000; AID 651687;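 active = every replicate shows inhibition of at least 40%; inconclusive = mean inhibition at least 40% but some replicate below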;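 note: 0% = neutral control wells and 100% = positive control wells; some results beyond the cut were filed as inactive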
* = called active by the depositor; u = inconclusive; x = not tested or not shown.

SMILES	Cneo AK release	INS-1E GSIS act	FN deposit inh	PGC1a acetyl inh
CC(C)[C@H]1COCn2nncc2CC[C@@H](Cc2ccccc2)C(=O)N1	2	-2	1	x
CC(C)C[C@@H]1COCn2nncc2CCCC(=O)N1	1	1	-11	x
COc1ccc(C[C@H]2CCc3cnnn3COC[C@H](C(C)C)NC2=O)cc1	4	4	8	x
O=C1N[C@@H](Cc2ccccc2)COCc2cn(nn2)CC[C@H]1Cc1ccccc1	0	14	1	x
O=C1[C@@H](Cc2ccccc2)CCn2cc(nn2)COCC2CCCN12 (some centres undefined)	3	-4	-3	x
CC(C)C[C@H]1COCn2nncc2CC[C@@H](Cc2ccccc2)C(=O)N1	3	-2	-7	x
O=C1CCCn2cc(nn2)COC[C@@H](c2ccccc2)N1	3	4	-2	x
CC(C)[C@@H]1COCc2cn(nn2)CC[C@H](C)C(=O)N1	1	-2	0	x
CC(C)C[C@@H]1COCc2cn(nn2)CC[C@H](C)C(=O)N1	1	9	1	x
COc1ccc(C[C@H]2CCn3cc(nn3)COC[C@H](Cc3ccccc3)NC2=O)cc1	2	15	-2	x
COc1ccc(C[C@@H]2CCc3cnnn3COC[C@@H](Cc3ccccc3)NC2=O)cc1	-1	-3	2	x
COc1ccc(C[C@H]2CCn3cc(nn3)COC[C@@H](C(C)C)NC2=O)cc1	3	19	-2	x

A portion taken from the entries so far, as a working copy:
SMILES	Cneo AK release	INS-1E GSIS act	FN deposit inh	PGC1a acetyl inh
CC(C)[C@H]1COCn2nncc2CC[C@@H](Cc2ccccc2)C(=O)N1	2	-2	1	x
CC(C)C[C@@H]1COCn2nncc2CCCC(=O)N1	1	1	-11	x
COc1ccc(C[C@H]2CCc3cnnn3COC[C@H](C(C)C)NC2=O)cc1	4	4	8	x
O=C1N[C@@H](Cc2ccccc2)COCc2cn(nn2)CC[C@H]1Cc1ccccc1	0	14	1	x
O=C1[C@@H](Cc2ccccc2)CCn2cc(nn2)COCC2CCCN12 (some centres undefined)	3	-4	-3	x

(list continues)
SMILES	Cneo AK release	INS-1E GSIS act	FN deposit inh	PGC1a acetyl inh
COc1ccc(C[C@@H]2CCn3cc(nn3)COC[C@@H](c3ccccc3)NC2=O)cc1	-3	12	7	x
O=C1CCCn2cc(nn2)COC[C@H](Cc2ccccc2)N1	62	21	-1	x
CC(C)[C@@H]1COCc2cn(nn2)CC[C@H](Cc2ccccc2)C(=O)N1	5	-1	-4	x
C[C@@H]1CCn2cc(nn2)COC[C@@H](Cc2ccccc2)NC1=O	55	5	4	x
CC1CCc2c(sc(NC(=O)C3c4ccccc4Oc4ccccc43)c2C(N)=O)C1 (centres undefined)	x	4	12	4
O=C(COC(=O)C1CC(=O)N(Cc2ccccc2)C1)c1ccc(F)cc1 (centres undefined)	x	-3	-4	-4
CCOC(=O)c1ccc(CNC(=O)Cn2nnc(-c3ccccc3F)n2)o1	x	4	-6	-3
COc1ccc(-c2cc(=O)oc(-c3cccc(C)c3)n2)cc1	x	9	0	17
Cc1ccc(-c2nn(-c3ccccc3)cc2C(=O)OCC(=O)Nc2ncc(Cl)cc2Cl)cc1	x	-3	5	9
COc1ccc(C(=O)C[n+]2ccccc2C)cc1	x	9	3	13
CCN(CC)C(=O)c1sc(NC(=O)c2ccncc2)c(C(=O)OC)c1C	x	4	6	u
Cc1ccc(CSCC(=O)NCc2cccnc2)cc1	x	25	0	5
C/C(=N\NS(=O)(=O)c1cccc([N+](=O)[O-])c1)c1cccnc1	x	10	2	13
O=C(COc1c(CO)cc(Br)cc1CO)NC1CCCc2ccccc21 (centres undefined)	x	-17	-1	-3
N#Cc1c(N2CCCCC2)nc(N)c2c(N)nc3c(c12)CC(CCl)O3 (centres undefined)	x	17	3	2
Cc1ccc(NC(=O)COC(=O)c2ccccc2Nc2ccccc2)cc1	x	13	2	3
CCOC(=O)COc1ccc(S(=O)(=O)NCCC2=CCCCC2)cc1	x	-12	-8	14
Cc1ccc(Nc2ccc(C(N)=O)cc2[N+](=O)[O-])cc1	x	77	-1	7
O=C(Nc1nc(-c2cccs2)cs1)C1=COCCO1	x	7	0	10
CC1CCCCC1NC(=S)NC(=O)c1ccccc1Br (centres undefined)	x	19	-14	1
COc1ccc([N+](=O)[O-])cc1NC(=O)C(C)Sc1ccccc1 (centres undefined)	x	5	3	-6
OCCN1CCN(CC(O)COCCOc2ccc(Br)cc2)CC1 (centres undefined)	x	0	3	8
CC1=NN(C(=O)c2cc(C)nn2C)C(O)(C(F)(F)F)C1 (centres undefined)	x	9	8	8
C=CCn1c(-c2sccc2C)n[nH]c1=S	x	1	-2	1
COc1cc(/C=C/C(=O)Nc2ccc(C(C)=O)cc2)cc(OC)c1OC	x	-2	1	9
COC(=O)c1sc(NC(=O)/C=C/c2ccc(C)cc2)nc1C	x	67*	-5	3
Fc1cccc(F)c1-n1c(CN2CCCC2)csc1=S	x	2	-4	6
CC(C)C(NS(=O)(=O)c1c(Cl)cccc1Cl)C(=O)OCC(=O)c1c[nH]c2ccccc12 (centres undefined)	x	-29	1	-23
Cc1cccc(N2C(=O)c3cccc4c(N5CCCCC5)c([N+](=O)[O-])cc(c34)C2=O)c1C	x	6	6	7
Cc1ccc(NC(=O)CN(C)C(=O)CSc2nnc(C(F)(F)F)n2C)cc1	x	-13	15	6
Cc1ccc(S(=O)(=O)N2CCOCC2)cc1NC(=O)CSc1nccn1C	x	-3	6	9
Cc1c(C#N)c(O)n(CCO)c(=O)c1N=Nc1ccc2c(c1)COC2=O	x	-25	-3	-3
Cc1nnc2sc(SCc3ccc(Br)cc3)nn2c1=O	x	-3	-3	-4
C=CCn1c(=O)c2ccccc2n2c(SCC(=O)Nc3sc(C)c(CC)c3C(=O)OCC)nnc12	x	-21	1	10
CC1CCN(c2cc(N3CCN(C(=O)c4ccc(F)c(F)c4)CC3)c([N+](=O)[O-])cc2F)CC1	x	8	3	-1
O=C(CCl)Nc1cccc(S(=O)(=O)N2CCCCCC2)c1	x	-36	9	-13
O=[N+]([O-])c1ccc(-c2ccn[nH]2)o1	x	-5	-24	-3
Cc1cccc(C(=O)OCC(=O)NC(C)CCc2ccccc2)c1 (centres undefined)	x	-8	0	1
COc1ccc(N(C)S(=O)(=O)c2cccc(C(=O)OCC(=O)Nc3sc4c(c3C#N)CCCCC4)c2)cc1	x	-4	0	5
COc1ccc(C(=O)C2CCCN(C3Cc4ccccc4C3)C2)cc1OC (centres undefined)	x	27	1	3
O=C1[C@@H]2[C@@H]3C[C@@H]([C@H]4ON=C(c5ccc(Cl)cc5Cl)[C@@H]34)[C@@H]2C(=O)N1C1CCCCC1	x	13	-9	-5
CCOC(=O)N1CCN(C(=O)Nc2cccc3ccccc23)CC1	x	-21	-6	5
COc1ccc(-c2ccc(SCC(=O)c3cccs3)nn2)cc1OC	x	43*	-3	-31
FC(F)(F)c1cnc(N2CCSCC2)c(Cl)c1	x	4	-8	9
CC(C(=O)N1CCOCC1)n1cc([N+](=O)[O-])cn1 (centres undefined)	x	-11	2	-1
CCn1c(SCC(=O)N/N=C/c2ccc(C)s2)nc2ccccc21	x	-12	13	-5
COCCCNC(=O)c1c[nH]c2ccc(S(=O)(=O)N3CCC4(CC3)OCCO4)cc2c1=O	x	4	-5	-4
CC(=O)NCCNS(=O)(=O)c1ccc(C)c([N+](=O)[O-])c1	x	-7	6	-7
CC(=O)c1n[nH]nc1NC(=O)c1ccccc1	x	-10	7	0
CCOc1cc(/C=N/O)ccc1OCc1ccc(C)cc1	x	5	6	-4
CCN(CC)CCn1c(NCc2nc3ccccc3n2Cc2ccccc2)nc2ccccc21	x	-23	7	-2
Cc1nn(C)c(C(=O)N2CCN(C(=O)c3ccco3)CC2)c1[N+](=O)[O-]	x	23	-3	5
CN(C)CC(C)(C)CNC(=S)Nc1ccc(S(=O)(=O)N2CCOCC2)cc1	x	-12	-2	3
CC(=O)NNC(=O)c1cc2sccc2s1	x	-5	2	-6
COc1ccc(C(=O)NCc2nnc(SCC(=O)Nc3cc(C)on3)o2)cc1OC	x	0	1	6
O=C(Nc1nccs1)c1ccc(-c2ccccc2Cl)o1	x	-21	2	14
Cc1ccc(S(=O)(=O)N2CCCC(C(=O)NCCC(C)C)C2)cc1 (centres undefined)	x	15	9	-10
COC(=O)c1c(NC(C)=O)sc2c1CCCCC2	x	0	-4	-3
COCCn1c(CCc2ccccc2)n[nH]c1=S	x	-4	1	-3
CC(Oc1cccc(Cl)c1)C(=O)Nc1ccc([N+](=O)[O-])cn1 (centres undefined)	x	-16	-2	3
Next section
SMILES	Cneo AK release	INS-1E GSIS act	FN deposit inh	PGC1a acetyl inh
Cc1ccccc1Nc1nc(N)nc(COC(=O)c2ccc(O)cc2)n1	x	22	3	9
C=CC[n+]1c(-c2ccc(OCC)cc2)csc1NNC(=O)Nc1ccccc1	x	-34	-25	-8
Cc1ccccc1-n1c(C)nnc1SCC(=O)NC1CCCc2ccccc21 (centres undefined)	x	1	4	4
O=C(/C=C/c1cccs1)Nc1ccc([N+](=O)[O-])cc1	x	-25	-1	-17
COc1cccc(NC(=S)N(CCN(C)C)C(C)c2ccco2)c1 (centres undefined)	x	8	-13	4
CCOC(=O)Cc1nn(Cc2nc(-c3ccc(C#N)cc3)cs2)c(=O)c2ccccc12	x	-11	3	-9
CC(C)(C)n1nc2c(c1NC(=O)c1ccccc1)CS(=O)(=O)C2	x	22	17	2
O=[N+]([O-])c1cc(/C=N/O)ccc1Oc1ccccc1Cl	x	10	11	-2
O=C(O)C12C[C@H]3C[C@@H](C1)CC(n1ncc(N4CCN(c5ccccc5)CC4)c(Cl)c1=O)(C3)C2	x	20	0	3
O=C(NC1CCCCCC1)c1cc(=O)[nH]c2ccc(S(=O)(=O)N3CCOCC3)cc12	x	-3	-5	-5
CN(c1cccc(NC(=O)CN(c2ccc(Cl)c(Cl)c2)S(=O)(=O)c2ccccc2)c1)S(C)(=O)=O	x	-24	-5	4
CCOCCCN1C(=O)CN(C2CCC(C)CC2)C(=O)C1c1ccc(C)cc1 (centres undefined)	x	-2	2	-22

One compound at a time (already shown). Order of screens: Cneo AK release, INS-1E GSIS act, FN deposit inh, PGC1a acetyl inh
Listed for CCOC(=O)Cc1nn(Cc2nc(-c3ccc(C#N)cc3)cs2)c(=O)c2ccccc12 → x, -11, 3, -9
Listed for O=C(NC1CCCCCC1)c1cc(=O)[nH]c2ccc(S(=O)(=O)N3CCOCC3)cc12 → x, -3, -5, -5
Listed for CC(C)(C)n1nc2c(c1NC(=O)c1ccccc1)CS(=O)(=O)C2 → x, 22, 17, 2

Going on with the list.
SMILES	Cneo AK release	INS-1E GSIS act	FN deposit inh	PGC1a acetyl inh
Cc1c(NC(=O)c2ccc(Cl)s2)c(=O)n(-c2ccccc2)n1C	x	3	-11	1
CCCNS(=O)(=O)c1ccc(CCC(=O)N2CCN(c3ccc(F)cc3)CC2)cc1	x	-5	-4	-4
O=C(/C=C/c1cccc(Cl)c1)N1CCC(Cc2ccccc2)CC1	x	-12	-6	2
Cc1ccc(SCC(=O)NC(=O)c2ccc(S(=O)(=O)N(C)C)cc2)cc1C	x	4	2	2
O=C(NC(=S)Nc1ccc(N2CCOCC2)c(Cl)c1)c1sc2ccccc2c1Cl	x	7	0	2
CC(=O)c1c(C)nn(CC(O)COc2ccc3ccccc3c2)c1C (centres undefined)	x	8	4	-4
O=C(CNC(=S)N(CCCN1CCOCC1)Cc1cccs1)N1CCCCCC1	x	5	7	5
COc1ccc(N(CC(=O)Nc2ccc3c(c2)OCO3)S(=O)(=O)c2ccc(F)cc2)cc1	x	-15	9	-16
Cc1ccc(CCNC(=O)CCSCc2ccc(Cl)cc2)cc1	x	-3	-3	-4
O=C(Nc1nnc(C2CC2)o1)c1ccc(S(=O)(=O)N2CCc3ccccc3C2)cc1	x	1	1	1
CCOc1ccc(N2CC(C(=O)NCc3ccc(C)n3C)CC2=O)cc1 (centres undefined)	x	10	2	0
CCOC(=O)CN(C(=O)COc1nc(-c2ccccc2)cc(C)c1C#N)c1ccccc1	x	-1	-6	5
CC1CCN(CC(=O)N2c3ccccc3CC2C)CC1 (centres undefined)	x	17	0	-5
O=C(NCCc1ccccn1)c1cc(-c2ccc(Cl)cc2)nc2ccccc12	x	-4	-6	7

A different layout for part of the listing above.
SMILES,Cneo AK release,INS-1E GSIS act,FN deposit inh,PGC1a acetyl inh
CC1CCN(CC(=O)N2c3ccccc3CC2C)CC1 (centres undefined),x,17,0,-5
Cc1ccc(CCNC(=O)CCSCc2ccc(Cl)cc2)cc1,x,-3,-3,-4
CCCNS(=O)(=O)c1ccc(CCC(=O)N2CCN(c3ccc(F)cc3)CC2)cc1,x,-5,-4,-4
O=C(NC(=S)Nc1ccc(N2CCOCC2)c(Cl)c1)c1sc2ccccc2c1Cl,x,7,0,2
CCOc1ccc(N2CC(C(=O)NCc3ccc(C)n3C)CC2=O)cc1 (centres undefined),x,10,2,0

Some of the compounds tested; count on the stated rates, not on these rows.
